CYP2C19 activ – increases human CYP2C19 enzyme activity; recombinant CYP2C19, luciferin-H EGE luminescence; hits give high values; 0 = fully inhibited enzyme, 1 = untreated enzyme; 96,000 tested, under 10 active; P33261; AID 1025; activation factor at 5 µM;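 active = activation factor of at least 2 at 5 µM in the primary screen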;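 note: 0 = wells with 2.5 mM tranylcypromine and 1 = vehicle-only wells; values of inactives mirror those of a sister screen read the other way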
PLK1 PBD inh – Plk1 (human) PBD binding inhibition. hit rate 0.13% among 97,000. P53350. inhibition, %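 (tested at about 20 µM)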. Plk1 PBD phosphopeptide binding, fluorescence polarization; in the data active = inhibition above about 34%, passing the limit was not always enough
CYP2C9 inhib – inhibitors of human CYP2C9; CYP2C9 Supersomes, luciferin-H conversion, luminescence; inhibition, % at 5 µM; hit rate 20% among 96,000; AID 777;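 active = blocking of liver enzyme CYP2C9 beyond about 50% at 5 µM, limit read from the data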; note: values of inactives mirror those of a sister screen read the other way
Target sequence (P11712 whole entry, looked up): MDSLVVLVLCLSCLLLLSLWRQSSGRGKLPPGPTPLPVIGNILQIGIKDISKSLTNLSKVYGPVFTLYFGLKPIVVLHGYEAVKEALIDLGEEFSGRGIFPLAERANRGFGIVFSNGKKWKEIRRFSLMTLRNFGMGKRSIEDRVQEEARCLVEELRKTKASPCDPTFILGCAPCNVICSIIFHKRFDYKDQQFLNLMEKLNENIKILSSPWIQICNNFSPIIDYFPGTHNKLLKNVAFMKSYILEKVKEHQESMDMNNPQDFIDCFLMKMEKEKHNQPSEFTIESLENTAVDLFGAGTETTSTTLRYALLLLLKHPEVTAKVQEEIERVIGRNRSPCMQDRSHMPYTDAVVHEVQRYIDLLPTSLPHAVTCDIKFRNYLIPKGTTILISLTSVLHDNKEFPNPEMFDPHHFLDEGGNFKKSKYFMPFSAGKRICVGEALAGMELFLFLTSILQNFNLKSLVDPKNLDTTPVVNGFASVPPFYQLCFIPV
PLAP activator – activators of human placental alkaline phosphatase. P05187. purified PLAP enzyme, luminescent substrate read-out; hits give high values. activation fold at 20 µM. hit rate 1.2% among 96,000. AID 696; in the data active = activation fold above about 2
CYP2C19 inhib – blocks human cytochrome P450 2C19; P33261; CYP2C19 Supersomes, luciferin-H EGE luminescence, 30 min; inhibition, % at 5 µM; hit rate 21% among 96,000;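 active = CYP2C19 inhibition above a set limit at 5 µM in the primary screen, cut at about 50% in these data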;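 note: plate controls were negative control wells for no effect and 2.5 mM tranylcypromine positive control for full effect; values of inactives mirror those of a sister screen read the other way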
HIV Rev-RRE inh – inhibitors of HIV-1 Rev-RRE RNA interaction. P05866. Rev peptide-RRE RNA binding, FRET. inhibition, % at 8 µM. hit rate 0.79% among 97,000;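 active = inhibition above the screen-wide mean plus 3 SD, cut at about 35% in these data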;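 note: 0% = median DMSO wells and 100% = median Neomycin B control wells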
Target sequence (P05866 whole entry, looked up): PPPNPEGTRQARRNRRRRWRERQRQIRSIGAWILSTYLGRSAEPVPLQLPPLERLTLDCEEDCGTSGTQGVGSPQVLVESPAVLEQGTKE
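Assay system: labelled RRE RNA duplex and labelled Rev peptide / Medium: HEPES pH 7.5 salt buffer with EDTA / Reagent: labelled Rev peptide / Schedule: 5 + 15 min at 25 °C / Signal: FRET, excitation 480 nm, emission 540 nm donor and 671 nm acceptor / Benchmarks: DMSO and neomycin B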
PLK1 inh – blocks human PLK1 kinase activity; recombinant PLK1 kinase, TR-FRET peptide phosphorylation; inhibition, % at 10 µM; hit rate 0.53% among 97,000;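 active = inhibition of 50% or more in the single-concentration screen; inactive = inhibition below 50%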;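 note: 0% = DMSO max control and 100% = H-89 dihydrochloride min control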
CYP2C9 act – activators of human CYP2C9; hit rate 1.4% among 96,000; recombinant CYP2C9, luciferin-H conversion, luminescence; hits give high values; factor 1 = untreated enzyme, 0 = blocked; activation factor at 5 µM; P11712;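 active = activation factor of 2 or more for CYP2C9 at a 5 µM dose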;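 note: 0 = sulfaphenazole-blocked wells and 1 = vehicle-only wells; values of inactives mirror those of a sister screen read the other way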
EphB4 ephrin blk – EphB4-ephrin-B2 interaction antagonism | P54760 | EphB4 LBD / TNYL-RAW-Alexa532 peptide, fluorescence polarization | inhibition, % at 7 µM | hit rate 0.15% among 97,000;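 active = inhibition above the screen-wide mean inhibition plus 3 SD, cut at about 15% in these data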;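 note: 0% = DMSO wells and 100% = excess unlabeled TNYL-RAW peptide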
* hit, by the source's call; . = not tested or not shown. Rows were taken by chance; 29% or so of the library scored in one or more.

SMILES	CYP2C19 activ	PLK1 PBD inh	CYP2C9 inhib	PLAP activator	CYP2C19 inhib	HIV Rev-RRE inh	PLK1 inh	CYP2C9 act	EphB4 ephrin blk
Cc1ccc(SC(C)C(=O)Nc2cccc(N(C)S(C)(=O)=O)c2)cc1 (stereo unspecified)	0.4	-3	83*	1.5	61*	9	-44	0.2	-3
Clc1ccc(-n2nnnc2CN2CCOCC2)cc1	0.8	20	22	1.2	16	6	-11	0.8	-1
CCCCc1ccc(S(=O)(=O)NCCc2ccncc2)cc1	0	14	68*	0.8	100*	13	-13	0.3	-6
O=C(Nc1ccccc1)OCc1cc(-c2ccc(Cl)cc2)on1	0.8	1	17	1.1	17	11	-1	0.8	6
O=S(=O)(NCc1ccc2c(c1)OCO2)c1cccc2cccnc12	0.4	9	-170	1.2	64*	3	-8	2.7*	-2
CCOC(=O)Cc1csc(NC(=O)c2c(O)c3ccccc3n(C)c2=O)n1	1	.	-22	0.9	-4	.	.	1.2	.
O=[N+]([O-])c1cccc(C(=Nc2cccc(Cl)c2)NO)c1	0.1	12	87*	0.8	91*	-3	-2	0.1	-6
CN1CCCN(Cc2ccc(Cl)cc2Cl)CC1	0.9	-6	9	1	14	1	2	0.9	-1
CC1Cc2ccccc2N1C(=O)CSc1nnc2n1C(C)(C)Cc1ccccc1-2 (stereo unspecified)	0.3	-23	56*	0.9	74*	0	8	0.4	-5
CCOc1ccc(N2C(=O)C(c3ccccc3)=C(c3nc4ccccc4s3)C2NC(C)=O)cc1 (stereo unspecified)	1	5	26	1.1	-4	-1	1	0.7	-5
O=C(c1ccccc1)N1CCc2ccccc21	0.8	-13	-22	0.8	20	-1	-6	1.2	1
Cc1cccc(-n2ccnc2SCC(=O)Nc2nccs2)c1	0.4	2	49	1.1	60*	2	-6	0.5	0
CCCCCCC(=O)Nc1nnc(CC)s1	.	-30	.	.	.	3	-11	.	1
C=CCN1C(=O)C(C(C)CC)NC1=S (stereo unspecified)	0.8	-12	3	1.1	17	1	-4	1	4
COc1ccc(-c2cc(C(F)(F)F)n3nc(N)nc3n2)cc1	1	-18	19	0.9	-4	9	-11	0.8	-2
CCOC(=O)c1cnc(SC)nc1Nc1cccc2ccccc12	.	-2	.	.	.	6	-11	.	4
Cc1c(NC(=O)/C=C/c2cn(-c3ccccc3)nc2-c2ccccc2)c(=O)n(-c2ccccc2)n1C	0.9	-6	37	0.9	13	0	-13	0.6	7
CCOC(=O)Cn1c(-c2ccccc2)nc2ccccc2c1=O	0.9	20	24	0.9	6	8	-12	0.8	-1
COc1ccc(CNc2ccc3c(c2)nc(C)n3C)cc1	0.4	30	3	1	58*	-1	-5	1	-2
CC1Cc2ccccc2N1C(=O)Cn1nnc(-c2ccccc2NC(=O)C2CCC2)n1 (stereo unspecified)	.	0	.	.	.	16	-15	.	1
Cc1ccccc1-n1c(=O)cc(N2CC(C)OC(C)C2)[nH]c1=O (stereo unspecified)	1	-24	12	1	1	5	-18	0.9	-5
C=C(C)Cn1c(=O)c(NC(=O)c2ccccc2)c2n(c1=S)CCC2	0.9	23	-18	0.9	6	6	-8	1.2	-6
Cc1cccnc1NC(=O)C12CCC(C)(C(=O)O1)C2(C)C (stereo unspecified)	0.9	-5	24	0.9	6	5	-9	0.8	4
O=C(c1ccc(Cl)cc1)c1ccccc1C(=O)N1CCOCC1	0.5	-7	43	1.3	46	4	0	0.6	0
O=C(NNC1=C(C(=O)C(F)(F)F)CCC1)c1ccc(Br)cc1	0.9	14	69*	1.7	7	1	-10	0.3	3

CYP2C9 act: entries above that show a hit
SMILES	CYP2C19 activ	PLK1 PBD inh	CYP2C9 inhib	PLAP activator	CYP2C19 inhib	HIV Rev-RRE inh	PLK1 inh	CYP2C9 act	EphB4 ephrin blk
O=S(=O)(NCc1ccc2c(c1)OCO2)c1cccc2cccnc12	0.4	9	-170	1.2	64*	3	-8	2.7*	-2

No new results follow: seven of the compounds above.
SMILES	CYP2C19 activ	PLK1 PBD inh	CYP2C9 inhib	PLAP activator	CYP2C19 inhib	HIV Rev-RRE inh	PLK1 inh	CYP2C9 act	EphB4 ephrin blk
COc1ccc(CNc2ccc3c(c2)nc(C)n3C)cc1	0.4	30	3	1	58*	-1	-5	1	-2
CC1Cc2ccccc2N1C(=O)Cn1nnc(-c2ccccc2NC(=O)C2CCC2)n1 (stereo unspecified)	.	0	.	.	.	16	-15	.	1
Cc1ccccc1-n1c(=O)cc(N2CC(C)OC(C)C2)[nH]c1=O (stereo unspecified)	1	-24	12	1	1	5	-18	0.9	-5
C=C(C)Cn1c(=O)c(NC(=O)c2ccccc2)c2n(c1=S)CCC2	0.9	23	-18	0.9	6	6	-8	1.2	-6
Cc1cccnc1NC(=O)C12CCC(C)(C(=O)O1)C2(C)C (stereo unspecified)	0.9	-5	24	0.9	6	5	-9	0.8	4
O=C(c1ccc(Cl)cc1)c1ccccc1C(=O)N1CCOCC1	0.5	-7	43	1.3	46	4	0	0.6	0
O=C(NNC1=C(C(=O)C(F)(F)F)CCC1)c1ccc(Br)cc1	0.9	14	69*	1.7	7	1	-10	0.3	3

Next part
SMILES	CYP2C19 activ	PLK1 PBD inh	CYP2C9 inhib	PLAP activator	CYP2C19 inhib	HIV Rev-RRE inh	PLK1 inh	CYP2C9 act	EphB4 ephrin blk
COc1ccc(-n2cnnc2SCC(=O)Nc2nc(C)c(Cl)cc2Cl)cc1	1.2	15	-1	1	-15	7	-8	1	-1
Cc1ccc(-c2nc(C3CCN(S(C)(=O)=O)CC3)no2)cc1	1.1	-13	-8	1.1	-6	5	-7	1.1	-1
CCOCCOCN(C#N)c1nc(OC)nc(N(C)C)n1	0.4	.	-44	1.2	64*	.	.	1.4	.
Cc1ccc(-c2nc(N/N=C/c3ccncc3)c3ccccc3n2)cc1	0	-5	94*	1.2	98*	6	-4	0.1	5
CN=c1sc2ccccc2n1CC(O)COc1ccccc1 (stereo unspecified)	0	6	71*	1.3	96*	8	-6	0.3	7
CCOC(=O)Cc1ccc(NS(=O)(=O)c2ccc(SC)cc2)cc1	0.7	-22	71*	1.5	32	7	-4	0.3	0
O=C1NC(c2ccncc2)C(C(=O)c2cccs2)C(O)(C(F)(F)F)N1 (stereo unspecified)	1.1	-6	-6	1	-7	15	2	1.1	0
C[C@H](NS(=O)(=O)c1ccccc1F)C(=O)OCC(=O)N1CCc2ccccc21	1	-26	-76	0.9	4	7	-5	1.8	2
Cc1ccccc1NC(=O)CSc1nnc(Cc2ccccc2)o1	.	8	.	.	.	4	-1	.	-1
COc1ccc(SCc2noc(C(=O)NCC3CCCO3)c2C(=O)O)cc1 (stereo unspecified)	0.9	-3	20	0.9	12	6	-10	0.8	-3
O=C(Cn1c(=O)n(CC2CCCO2)c(=O)c2ccccc21)c1ccc(Cl)c(Cl)c1 (stereo unspecified)	0.9	-19	33	1.1	6	9	-3	0.7	-2
COc1cc(NC(=O)C2CCCCC2)c2ncccc2c1	0.6	22	-111	0.7	38	3	2	2.1*	0
O=C(NC(=O)N1CCN(c2cccc(Cl)c2)CC1)c1ccccc1	0.8	-8	19	1.1	18	-7	-13	0.8	-1
CCOC(=O)C1CCN(C(=O)Cn2cc(C(=O)C3CC3)c3ccccc32)CC1	1.2	-6	-30	0.9	-16	-3	-7	1.3	2
COc1ccc(C(C)C)cc1S(=O)(=O)NCc1ccccn1	0.3	-2	52*	1.1	65*	3	-7	0.5	-7
CCc1nnc(NC(=O)CSc2nnc(CCc3nc4ccccc4[nH]3)n2C)s1	0.9	-6	13	1.2	7	5	-30	0.9	-2
CCOc1ccc(NC(=O)Nc2cc(C)ccc2F)cc1	0.3	11	14	0.7	75*	-2	0	0.9	-7
O=C(Cn1nc(-c2ccccc2)c2ccccc2c1=O)Nc1ccccn1	0.9	12	36	1.2	14	6	-2	0.6	10
COc1ccccc1Nc1nc(N)nc(CSc2ncccn2)n1	0.9	8	-15	0.8	15	9	-11	1.2	4
COc1ccc(S(=O)(=O)Cc2ccc(C(=O)N3CCN(c4cc(Cl)ccc4C)CC3)o2)cc1	0.4	3	85*	1.6	61*	-2	-2	0.2	4
COCCCN1C(=O)c2ccc(C(=O)Nc3cccc(OC)c3)cc2C1=O	0.8	-4	18	1	18	5	-9	0.8	3
C/C(=N\NS(C)(=O)=O)c1ccc(C)cc1	0.5	-10	28	0.9	50	10	-11	0.7	0
Cc1coc2c(C)c3oc(=O)cc(-c4ccccc4)c3cc12	.	9	.	.	.	4	-9	.	1
Cn1c(CSc2ncccn2)nnc1SCC(=O)N1CCCCC1	1.1	.	2	1	-7	.	.	1	.
COc1ccc(S(=O)(=O)N(CC(=O)Nc2cc(C)on2)Cc2ccccc2)cc1	0.2	9	1	0.9	81*	12	-7	1	2
COc1ccc(CC(=O)N2CCOCC2)cc1OC	1	-4	-14	1	-5	6	-11	1.1	5
CC(C)(C)NC(=O)CN(C(=O)c1ccc(CN2CCOCC2)o1)c1ccc2c(c1)OCCO2	1.1	-18	-7	1.4	-10	2	-4	1.1	-7

Just PLAP activator, for 2 of the compounds above:
compound | PLAP activator
COc1ccc(S(=O)(=O)Cc2ccc(C(=O)N3CCN(c4cc(Cl)ccc4C)CC3)o2)cc1 | 1.6
COCCCN1C(=O)c2ccc(C(=O)Nc3cccc(OC)c3)cc2C1=O | 1
